High-throughput results deposited in PubChem by Columbia University Molecular Screening Center.
Htt clearance = mutant huntingtin protein clearance. HeLa Exon1htt(103Q)mCFP, aggregate imaging; zero = plate's median compound well. inhibition, % at 1.5 µM. 47,000 tested, 0.42% active. AID 853;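 active = inhibition of aggregate fluorescence above about 70%, also judged a hit by eye on the cell image, limit read from the data, passing the limit was not always enough; inconclusive = no rule stated for this call; inactive = not judged a hit on image review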;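 note: cells exposed to compound for three days before fixation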
Htt clearance grain fraction = recorded beside Htt clearance, whose call it bears; fraction fluorescence in grains; measured here: aggregate grain fluorescence fraction; active compounds read low;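 scaled fraction of total cell fluorescence in grains with unit not stated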
* = called active by the depositor; u = inconclusive; x = no result given. This is a subset, so the mix of outcomes need not match the whole.

Htt clearance	Htt clearance grain fraction	SMILES
-0.3	37	CCOC(=O)CSc1nc2c(c(=O)[nH]c(=O)n2C)n1C/C=C(/C)Cl
3.5	36.5	COC(=O)c1cn(-c2ccc(Cl)cc2)c(=O)c2ccccc12
-35.3	24	Cn1c(CN2CCCCC2)nc2cc(NS(=O)(=O)c3ccc(Cl)cc3)ccc21
-27.5	22.9	CC(C)(C)OC(=O)N1CCOCCOCCNCCOCCOCC1
-14.7	44.1	CCOc1ccc(C2=Nc3ccccc3C(c3ccc(N4CCOCC4)cc3)=NN2)cc1
8.6	34.8	Cc1ccc(S(=O)(=O)NC(=O)N2CCC(C)CC2)cc1
-4.3	41.9	O=C(CSc1ccc(Cl)cc1)Nn1cnnc1
14.8	30.1	Cc1cc(N2CCN(C(=O)c3ccco3)CC2)n2nc(C)c(-c3ccccc3)c2n1
16.9	14.8	COCCNS(=O)(=O)c1ccccc1
58.2	15.8	C#CCN(N(C)c1ncc(C(F)(F)F)cc1Cl)S(=O)(=O)c1ccc2ccccc2c1
14.4	16.4	Cc1ccccc1Cn1c(=N)n(CC(O)c2ccco2)c2ccccc21 (stereo not drawn)
19.3	13.4	CC(C)(C)C1(c2ccccc2)NC(=O)N(CC(=O)N2CCOCC2)C1=O (stereo not drawn)
8.0	30.8	CC1(C)CC(=O)C=C(NCc2ccc(Cl)c(Cl)c2)C1
30.1	14.5	Cc1cc(C)nc(/N=C(\N)C2=C(O)CC(C)(C)CC2=O)n1
25.5	12.5	CCOc1ccccc1NC(=O)CN(C)S(=O)(=O)c1ccc(OC)c(C)c1
-248.2	181	O=C(C1CC(c2ccc(F)cc2)=NO1)N1CCN(c2ccccc2)CC1 (stereo not drawn)
-37.5	27.1	Cc1cc(C)c(C#N)c(SCc2ccc3c(c2)OCO3)n1
-20.1	21.9	CCOC(=O)c1c(-c2ccco2)csc1N
-25.6	26.5	CCOc1cc(C)c(Cl)cc1S(=O)(=O)N(C)C
37.7	11.4	CCCOc1ccc(C(O)(CCC)CCN2CCCCC2)cc1 (stereo not drawn)
25.0	13.2	Cc1nnc(NC(=O)CSc2nnc(C)n2Cc2ccccc2)s1
26.5	15	Cc1cc(/C=N/n2cnnc2)c(C)n1-c1ccc(OCc2ccccc2F)cc1
9.6	33.2	Cc1ccc(C)c(C(=O)CSc2n[nH]c(C)n2)c1
-3.5	35.9	Cc1cccc(-n2c(N)cc(=O)nc2SC(C)C(=O)NC2CCCCC2)c1 (stereo not drawn)
-2.6	39.1	C=CCN1CCN(C(c2ccc(Cl)cc2)c2nnnn2CCc2ccc(OC)c(OC)c2)CC1 (stereo not drawn)
37.8	12.5	N#CC1=C(N)Oc2n[nH]c(-c3ccccc3)c2C1c1cccc(OC(=O)N2CCOCC2)c1 (stereo not drawn)
7.0	31	Cc1noc(/C=C/N(C)C)c1S(=O)(=O)N1CCCC(C(=O)N2CCCCC2)C1 (stereo not drawn)
-56.1	52.3	O=C(CCn1nnc2ccccc21)Nc1nnc(COc2ccc(F)cc2)s1
-23.6	45.4	Clc1ccccc1CSc1nnc(-c2ccco2)c(-c2ccco2)n1
-18.4	50	C#CCNc1nc(CC)nc2c1nnn2Cc1ccccc1F
-22.2	23.5	CN(C)C(=O)c1cc(S(=O)(=O)N(C)C)c(Cl)cc1N1CCCC1
-11.8	21.5	CCSC1=C(C#N)C(c2cccc(OC)c2)CC(=O)N1 (stereo not drawn)
22.3	15.7	O=C(Nc1ccc2c(c1)nc1n2CCSC1)c1ccccc1
25.8	23.9	O=c1cc(CSc2nnc(-c3ccccc3)o2)c2ccccc2[nH]1
44.0	19.3	N#Cc1cccc(CSc2nnc(CCCO)n2-c2ccccc2)c1
-27.4	44.2	CCOc1ncccc1C(=O)Oc1ccc2c(c1)OCO2
13.2	15.1	Cc1cc(=O)oc2cc(OCC(=O)NCCc3nc4ccccc4[nH]3)ccc12
-5.7	19.4	CC(C)(C)N(C(=O)Cn1nnc(-c2ccc(F)cc2)n1)C(C(=O)NC1CCCC1)c1ccncc1 (stereo not drawn)
28.8	14.6	O=c1cc(CSc2ccccn2)[nH]c(=O)[nH]1
10.6	24.9	COC(=O)c1[nH]c2cc(OC)ccc2c1NC(=O)CCN1CCN(c2ccccc2)CC1
-8.1	43	CC(=O)Nc1sc2c(c1C(N)=O)CCCC2
-105.8	86.6	CN(C)C(=O)CNC(=O)C1CCCCC1
3.3	38.4	CN1CC(c2ccccn2)C2(SC(=S)N(Cc3ccccc3)C2=O)C12C(=O)Nc1ccccc12 (stereo not drawn)
u	x	CN1CCN(Cc2ccc(OCc3ccccc3)cc2)CC1
5.9	16.7	COc1cc2[nH]c(=S)n(CCCN3CCOCC3)c(=O)c2cc1OC
48.3	20	COc1cc2c(cc1OC)C1C/C(=N\O)C(CC(C)C)CN1CC2 (stereo not drawn)
75.7*	4.54*	CCOc1ccc(-c2nnn(CC(=O)NCc3ccc4c(c3)OCO4)n2)cc1
-5.7	35.9	c1ccc(Cc2nc(-c3ccccn3)no2)cc1
3.5	18.1	Cc1ccccc1Cc1c(C)nc2c(C(=O)N3CCN(Cc4ccc5c(c4)OCO5)CC3)cnn2c1C
19.5	31.8	CC1CCCCC12NC(=O)N(CC(=O)c1ccc[nH]1)C2=O (stereo not drawn)

The list continues.
Htt clearance	Htt clearance grain fraction	SMILES
24.6	25.9	N=C1C(c2nc3ccccc3s2)=C(O)CN1CCCO
48.1	20.7	Cc1nnc(SCC(=O)NCC2CCCCC2)n(N)c1=O
-7.5	49.7	CCCCOc1ccc(-c2nnn(C(C)(C)C(=O)OC)n2)cc1
-1.0	20.9	CSc1nncc(-c2ccc(F)cc2)n1
-1.7	36.4	Cc1[nH]nc2c1C(c1ccccc1F)NC2=O (stereo not drawn)
-6.2	42.8	COCc1nnc(NC(=O)c2ccc(S(=O)(=O)N(C)C3CCCCC3)cc2)o1
0.6	19.2	CCOc1ccccc1C1N(c2ccc(F)cc2)C(=O)C2CCCN21 (stereo not drawn)
-11.1	21.9	COc1ccc(OC)c(S(=O)(=O)N2CCC(C(=O)N3CCc4ccccc4C3)CC2)c1
3.7	19.8	CCCc1nc2ccccc2c(=O)n1NC(=O)c1c(O)c2cccc3c2n(c1=O)CCC3
35.6	10.3	O=C(c1ccc(Br)s1)N1CCN(C/C=C/c2ccccc2)CC1
1.4	37.5	O=C(CCCOc1ccc(Cl)cc1)N1CCCCC1
28.6	14.4	O=C(CCNc1n[nH]c(=O)[nH]c1=O)N1CCCCC1
6.4	29.2	CCC(=O)NC(Nc1cccc(C)n1)(C(F)(F)F)C(F)(F)F
-51.9	25.2	O=C(CSc1nnc(-c2ccncc2)o1)Oc1ccccc1
-7.8	18.5	Cc1cc(C(=O)O)cc(S(=O)(=O)N2CCOCC2)c1C
10.3	19.2	CCOc1ccc(-c2nnn(CC(=O)NCc3ccco3)n2)cc1
3.0	18.1	O=C(O)c1ccccc1C(=O)N1CCN(c2cccc(Cl)c2)CC1
27.3	14.3	Cc1ccc(S(=O)(=O)N2CCSC2C(=O)O)cc1 (stereo not drawn)
28.4	24.3	CCN(CC)C(=O)CSC(=Nc1ccccc1F)NC#N
7.8	19.3	Cc1ccc(OCC(O)Cn2c(=N)n(CCN3CCOCC3)c3ccccc32)cc1 (stereo not drawn)
-5.9	43.2	COc1ccc(-n2nnnc2SCC(=O)N2CCCC2)cc1OC
35.1	23.8	CCOC(=O)c1cnn2c(C(F)(F)F)cc(-c3ccco3)nc12
-48.5	49.8	Cc1cc(C)c2[nH]c(=O)c(C(c3nnnn3C(C)(C)C)N3CCN(C(=O)c4ccco4)CC3)cc2c1 (stereo not drawn)
10.2	16.9	COC(=O)c1ccc(C2/C(=C(/O)c3ccc(OC(C)C)cc3)C(=O)C(=O)N2c2cc(C)on2)cc1 (stereo not drawn)
53.0	22.7	CC1CC(C)CN(C(=O)c2cn(C)c3ccc(S(=O)(=O)N(C)C)cc3c2=O)C1 (stereo not drawn)

Rewritten with values under each structure: entries from further up.
Each structure is followed by: Htt clearance	Htt clearance grain fraction
O=C(c1ccc(Br)s1)N1CCN(C/C=C/c2ccccc2)CC1
→ 35.6	10.3
O=C(CCCOc1ccc(Cl)cc1)N1CCCCC1
→ 1.4	37.5
O=C(CCNc1n[nH]c(=O)[nH]c1=O)N1CCCCC1
→ 28.6	14.4

The main list resumes, starting five compounds before the break.
Htt clearance	Htt clearance grain fraction	SMILES
-5.9	43.2	COc1ccc(-n2nnnc2SCC(=O)N2CCCC2)cc1OC
35.1	23.8	CCOC(=O)c1cnn2c(C(F)(F)F)cc(-c3ccco3)nc12
-48.5	49.8	Cc1cc(C)c2[nH]c(=O)c(C(c3nnnn3C(C)(C)C)N3CCN(C(=O)c4ccco4)CC3)cc2c1 (stereo not drawn)
10.2	16.9	COC(=O)c1ccc(C2/C(=C(/O)c3ccc(OC(C)C)cc3)C(=O)C(=O)N2c2cc(C)on2)cc1 (stereo not drawn)
53.0	22.7	CC1CC(C)CN(C(=O)c2cn(C)c3ccc(S(=O)(=O)N(C)C)cc3c2=O)C1 (stereo not drawn)
11.2	17.2	Cc1ccc(-n2c(-c3ccccc3)n[nH]c2=S)cc1
-28.9	24.9	CCC(=O)Nc1ccc2nc(C)n(Cc3ccccc3Cl)c(=O)c2c1
-7.4	41.7	CCNc1cc(N2CCN(S(=O)(=O)c3ccc4c(c3)CCCC4)CC2)ccc1[N+](=O)[O-]
-23.9	21.3	COc1ccc(NC(=O)Nc2cc(C)ccc2OC)cc1
6.5	17.4	COc1cc(NS(=O)(=O)c2ccc(NC(C)=O)cc2)nc(OC)n1
-57.5	28.8	C=C(C)CC1Nc2ccccc2NC1CC(=C)C (stereo not drawn)
21.3	39.1	N#CC1=C2SCN(c3ccccc3)CN2C(=O)CC1c1ccccc1Cl (stereo not drawn)
-6.0	47.4	COC(=O)c1ccc(NC(=O)CCc2c(C)nc3ncnn3c2C)cc1
6.7	19.1	CCC/C(O)=C1\C(=O)CCCC1=NCCCCCC(=O)O
-12.2	44.2	CCCC1C(C(=O)OCC)=C(C)NC(C)=C1C(=O)OCC
-41.9	54	CCOCCCNC(=O)C(c1ccc(Cl)cc1)N1CCC2(CC1)OCCO2 (stereo not drawn)
-68.2	59	Cc1ccccc1Cc1c(C)nc2ncnn2c1C
-26.1	29.8	O=C(NCc1ccco1)NC12CC3CC(CC(C3)C1)C2
38.1	25.4	COc1cccc(C2NC(=O)NC(C)=C2C(=O)Nc2ccc(C)cc2)c1 (stereo not drawn)
-1.9	34.5	CC(C)C(C(=O)Nc1nccs1)c1ccccc1 (stereo not drawn)
-46.8	27.8	COc1ccc(CC(=O)N2CCN(c3ccccn3)CC2)cc1
14.3	32.4	O=C(NC1CCCCC1)c1cccs1
-22.5	50.2	COc1ccc(-c2nc(CNS(=O)(=O)c3ccc(OC)c(OC)c3)cs2)cc1
12.1	18.1	CC(C)c1ccc2oc(-c3ccc(NC(=O)c4ncn[nH]4)cc3)nc2c1
12.4	15.7	CCOC(=O)N1CCN(CC(O)COc2ccccc2C(C)CC)CC1 (stereo not drawn)
-50.3	65.2	CCN1C(=O)c2cccc3cccc1c23
-5.6	21.6	COC(=O)COC(=O)c1ccc(O)cc1
29.5	26	Cc1cc(C(=O)OCC(=O)N2CCOCC2)c2ccccc2n1
16.3	33.4	CCn1c(=O)n(CC(=O)N2CC(C)CC(C)C2)c(=O)c2ccccc21 (stereo not drawn)
-75.2	34.5	COc1cccc(CN(CC2CCCO2)S(=O)(=O)c2ccc(S(=O)(=O)N(C)C)cc2)c1 (stereo not drawn)
39.1	11.9	CCOc1cc(C2CC(=O)NC3=C2C(=O)C(C(=O)OC)C(C)C3)cc(Br)c1O (stereo not drawn)
-56.7	31.6	COCCNC(=O)Cn1cc(C(=O)c2cccs2)c2ccccc21
-3.0	39.1	CC(C)N(C(=O)CN1C(=O)NC2(CCCCCC2)C1=O)C(C)C
19.0	35.8	CSc1nc(N)nc(SCC(=O)CC(=O)OC(C)C)c1C#N
54.9	8.65	CCOc1ccc(-n2c(SC(C)C(=O)OC)nc3c(c2=O)SCC3)cc1 (stereo not drawn)
-3.5	17	Cc1ccc(S(=O)(=O)n2nc(-c3ccc(Cl)cc3)nc2NCc2ccco2)cc1
40.6	20.1	O=C1C=C(N(CCO)CCO)C2(CCCCC2)O1
-69.3	33.3	O=C1CC(c2ccc(S(=O)(=O)N3CCN(c4ccccc4)CC3)cc2)CN1 (stereo not drawn)
-8.0	42.3	O=C(C1=C(O)C(=O)N(CCCN2CCOCC2)C1c1ccccn1)c1cc2ccccc2o1 (stereo not drawn)
-119.1	114	O=C1CC(c2ccccc2)CN1S(=O)(=O)c1ccccc1 (stereo not drawn)
12.8	15.5	CCOC(=O)c1ccccc1NC(=O)/C=C/c1cc(OC)c(OC)c(OC)c1
6.6	22	Cc1ccc(S(=O)(=O)NNc2nc3ccccc3nc2C(F)(F)F)cc1
-6.0	18.8	COc1ccc(S(=O)(=O)N(C)C2CCS(=O)(=O)C2)cc1OC (stereo not drawn)
5.0	19.6	CCCC(=O)c1ccc(N2CCN(C(=O)c3ccccc3)CC2)c(F)c1
-47.2	53.3	Cc1cc(C)nc(SCc2nnc(SCC(=O)Nc3ccccc3C)n2Cc2ccco2)n1
9.8	15.8	COc1cc2nc(-c3ccc(Br)o3)oc(=O)c2cc1OC
6.4	15.4	C=CCn1c(SCn2nnc3ccccc3c2=O)nnc1-c1ccc(Br)cc1
16.7	15.2	CCCCCn1c(SCCCC)nc2c1c(=O)[nH]c(=O)n2C

Compound profiles, from the list above:
Entry for `C=CCn1c(SCn2nnc3ccccc3c2=O)nnc1-c1ccc(Br)cc1` → Htt clearance = 6.4; Htt clearance grain fraction = 15.4
Entry for `COCCNC(=O)Cn1cc(C(=O)c2cccs2)c2ccccc21` → Htt clearance = -56.7; Htt clearance grain fraction = 31.6
Entry for `CCOc1ccc(-n2c(SC(C)C(=O)OC)nc3c(c2=O)SCC3)cc1` (stereo not drawn) → Htt clearance = 54.9; Htt clearance grain fraction = 8.65
